Assay outcomes (PubChem)
LDHA block: LDHA (human) enzyme inhibition | purified LDHA, NADH/diaphorase-resazurin fluorescence; stronger effect = lower value | activity change, % (values are at about 110 or 230 µM) | 480,000 tested, 0.15% active; in the data active = activity change below about -30%; inconclusive = mostly about -25% to -30%;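 also: plate controls were DMSO wells for no effect and wells without enzyme for full effect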
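LDH5 2 nM; NADH 0.06 mM, pyruvate 0.2 mM; 200 mM Tris pH 7.4, EDTA, Tween-20; 5 min RT. Detection: diaphorase 0.133 mg/mL + resazurin 37 µM, fluorescence ex540/em590 at 0 and 20 min; normalized to enzyme-free and DMSO wells.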
Starred values were filed as active, the others as inactive; ? = inconclusive. This is a subset; count on the stated rates, not on these rows.

The opening seven records, to show the layout:
SMILES	LDHA block
CC(=O)Oc1ccc(C(=O)Nc2ccc(O)c(-c3nc4ccccc4o3)c2)cc1	-1
COc1ccc2oc(=O)c(-c3nc(-c4ccccn4)no3)cc2c1	9
Cc1ccc(C)c(-n2ncc3c(NNC(=O)C4CCCCC4)ncnc32)c1	-1
O=C(COc1cccc2ccccc12)N(C1CCCC1)C1CCS(=O)(=O)C1 (configuration not stated)	-3
CCOc1cc(C(=O)Nc2cccc(-c3nc4ncccc4o3)c2)cc(OCC)c1OCC	2
CCOc1ccccc1NC(=O)C(=O)c1c[nH]c2c(CC)cccc12	-36*
Cn1c(=O)[nH]c(=O)c2c1nc(SCC(=O)OCc1ccccc1)n2Cc1ccccc1Cl	-5

Main list, from the start:
SMILES	LDHA block
CC(=O)Oc1ccc(C(=O)Nc2ccc(O)c(-c3nc4ccccc4o3)c2)cc1	-1
COc1ccc2oc(=O)c(-c3nc(-c4ccccn4)no3)cc2c1	9
Cc1ccc(C)c(-n2ncc3c(NNC(=O)C4CCCCC4)ncnc32)c1	-1
O=C(COc1cccc2ccccc12)N(C1CCCC1)C1CCS(=O)(=O)C1 (configuration not stated)	-3
CCOc1cc(C(=O)Nc2cccc(-c3nc4ncccc4o3)c2)cc(OCC)c1OCC	2
CCOc1ccccc1NC(=O)C(=O)c1c[nH]c2c(CC)cccc12	-36*
Cn1c(=O)[nH]c(=O)c2c1nc(SCC(=O)OCc1ccccc1)n2Cc1ccccc1Cl	-5
Cc1nnc(C(=O)Nc2ccc(C(=O)NCc3ccc4c(c3)OCO4)cc2)s1	4
Cc1cc(NC(=O)c2ccc(NC(=O)C3=CSCCO3)cc2)ccc1Br	4
COc1cc2ncn(CCC(=O)N3CCCCCC3)c(=O)c2cc1OC	-9
C=C(C)CN1CCN(c2nc3c(c(=O)[nH]c(=O)n3C)n2Cc2cccc3ccccc23)CC1	0
N#CCSc1nnc(-c2ccccc2)n1-c1ccc(F)cc1	0
CCCOc1cc(C)c(Cl)cc1S(=O)(=O)N1CCCC1	1
N#Cc1c(N)n[nH]c1CCCNC(=O)NC1CCCc2ccccc21 (configuration not stated)	6
CCn1nc(C(=O)Nc2cc(S(=O)(=O)N(C)C)ccc2C)c2ccccc2c1=O	0
COc1ccc(C(=O)/C=C/c2ccc(OCC#N)c(OC)c2)cc1OC	3
COc1ccc(NC(=O)C(c2ccncc2)n2c(=O)c(-c3ccco3)nc3ccccc32)cc1 (configuration not stated)	1
CCc1c(C)sc(NC(=O)c2ccc3c(c2)OCO3)c1C(=O)OC(C)C	1
CCCn1c(=O)[nH]c(=O)c2c1nc(-c1ccc(OCCC(C)C)cc1)n2CCOC	13
CNC(=O)c1ccc(S(=O)(=O)Nc2ccc(C(C)(C)C)cc2)cc1	3
C=C(C)Cn1c(-n2nc(C)c(C)c2C)nc2c1c(=O)n(CCN1CCOCC1)c(=O)n2C	-10
O=C(C=C(Sc1ccccc1)Sc1ccccc1)C(F)(F)F	21
CC(=O)Nc1ccc(-c2csc(Nc3cc(C)ccc3C)n2)cc1	-10
COc1ccc(C2CCCN2Cc2coc(-c3ccc(F)cc3)n2)cc1 (configuration not stated)	7
Cc1oc(-c2ccccc2)nc1CC(=O)Nc1ccc(F)cc1Cl	-1
Next part:
SMILES	LDHA block
COC(=O)CNC(=O)C1(c2ccccc2)CCC1	0
Cc1cc(C)c2cc(C(=O)OC(C)C(=O)N3CCCCCC3)[nH]c2c1 (configuration not stated)	4
Fc1ccc(NC(=S)NCCSc2ccc(Cl)cc2)cc1Cl	6
CCOc1ccc(Oc2ccccc2NC(=O)c2cccc(CN3CCCC3=O)c2)cc1	1
Cc1cc(CSc2nnc(-c3cccnc3)n2C)no1	4
Cc1cc(/C=C(/C#N)c2nc3ccccc3[nH]2)cc(C)c1O	1
Cc1cc(Cl)ccc1N(CC(=O)NCCN1CCOCC1)S(=O)(=O)c1ccccc1	-19
Cc1ccc(CCNC(=O)c2ccc(CN3C(=O)CSc4ncccc43)cc2)cc1	10
Cn1c(=O)n(Cc2cccc(Cl)c2)c(=O)c2c1ncn2Cc1ccccc1	3
CCn1nc(C)c2c(-c3ccccc3)cc(OC(C)C(=O)Nc3cccc(F)c3)nc21 (configuration not stated)	-1
CCOc1ccc2c(=O)c(Oc3cccc(C)c3)coc2c1	-5
COc1ccc(NC(=O)c2nn(-c3ccccc3C)c(=O)cc2OC)cc1	1
O=C(CCS(=O)CCC(=O)NCCc1ccccc1)NCCc1ccccc1	9
Cc1cccc(NC(=O)C(C)n2cnc3c2c(=O)n(C)c(=O)n3C)c1 (configuration not stated)	9
O=C(COc1ccc(Cl)cc1)Nc1ccc2oc(-c3ccc(F)cc3)nc2c1	4
N#CC1(C#N)CC1(C#N)C(N)=O (configuration not stated)	2
O=C(O)CC1C(=O)NCCN1Cc1ccc(F)cc1 (configuration not stated)	-3
CN(C(=O)CCn1nc(-c2ccc(Cl)cc2)c2ccccc2c1=O)c1ccccc1	-1
Cc1nc2cc(NC(=O)C3CC(=O)N(C4CC4)C3)ccc2o1 (configuration not stated)	1
Cc1ccc(C)c(NC(=O)COC(=O)Cn2cnc3c2c(=O)n(C)c(=O)n3C)c1	3
COc1ccc(C(=O)N2CCC(C(=O)NC(C)c3cccc(Cl)c3)CC2)c2ccccc12 (configuration not stated)	10
O=C(NC1CCCCCC1)c1ccc2c(Cl)c3c(nc2c1)CCC3	5
CCCNC(=O)NNC(=O)C(CC)c1ccccc1 (configuration not stated)	3
CN1CCN(C(c2ccccc2)c2nnnn2C(C)(C)C)CC1 (configuration not stated)	1
COc1cccc(C2=NN(C(=O)c3cccs3)C(c3ccc4nccnc4c3)C2)c1 (configuration not stated)	10

Shown bar-delimited: 5 of the compounds above.
SMILES | LDHA block
Cc1nc2cc(NC(=O)C3CC(=O)N(C4CC4)C3)ccc2o1 (configuration not stated) | 1
Cc1ccc(C)c(NC(=O)COC(=O)Cn2cnc3c2c(=O)n(C)c(=O)n3C)c1 | 3
COc1ccc(C(=O)N2CCC(C(=O)NC(C)c3cccc(Cl)c3)CC2)c2ccccc12 (configuration not stated) | 10
O=C(NC1CCCCCC1)c1ccc2c(Cl)c3c(nc2c1)CCC3 | 5
CCCNC(=O)NNC(=O)C(CC)c1ccccc1 (configuration not stated) | 3

Laid out differently: results already given
| molecule | LDHA block |
| --- | --- |
| COC(=O)CNC(=O)C1(c2ccccc2)CCC1 | 0 |
| Cc1cc(C)c2cc(C(=O)OC(C)C(=O)N3CCCCCC3)[nH]c2c1 (configuration not stated) | 4 |
| Fc1ccc(NC(=S)NCCSc2ccc(Cl)cc2)cc1Cl | 6 |
| CCOc1ccc(Oc2ccccc2NC(=O)c2cccc(CN3CCCC3=O)c2)cc1 | 1 |

Next part:
SMILES	LDHA block
CCC(=O)NCC(=O)NC1CCN(S(=O)(=O)c2ccc(NC(C)=O)cc2)CC1	?
COC(=O)C1(NC(=O)c2ccc3c(c2)OCO3)CCCCC1	1
COc1ccc(CN2C(=O)CN(S(C)(=O)=O)CC2(C)C(=O)NC(C)C)cc1OC (configuration not stated)	3
O=C(NCc1ccncc1)c1nc(-c2ccc3[nH]ccc3c2)no1	1
O=C(Nc1c(NC2CCCCC2)c2ccccc2oc1=O)c1ccccc1Cl	10
Cc1ccc(OC(C)C(=O)NC2CCCC2)c(C)c1 (configuration not stated)	8
O=C(c1n[nH]c(=O)c2ccccc12)N1CCN(S(=O)(=O)c2ccccc2)CC1	0
CCCCn1nnnc1C(c1cc2ccccc2o1)N1CCN(CC(=O)N2CCCC2)CC1 (configuration not stated)	1
Cc1ccc(N=c2scc(-c3ccccc3)n2-c2ccc(C)cc2)cc1	7
COc1cc(/C=C(/C#N)C(=O)c2ccccc2)cc(Cl)c1O	?
Cn1nnc(NC(=O)COc2ccc(Cl)cc2Cl)n1	1
Cc1cc(-c2ccc(S(=O)(=O)N3CCN(c4cc(Cl)ccc4C)CC3)s2)on1	7
Cc1cc(C)c(OCC(=O)Nc2ccc3oc(C)nc3c2)c(C)c1	3
CCCN1CCN(C(=O)CN2C(=O)c3cccnc3Oc3ccc(Cl)cc32)CC1	0
Cc1cccc(C)c1NC(=O)C1(C)CSCC(=O)N1CC(C)C (configuration not stated)	3
O=C(CCc1cccnc1)NCCC12CC3CC(CC(C3)C1)C2	9
COc1ccc(Cl)cc1-n1ccc2c(cnc3nc(C(F)(F)F)nn32)c1=O	1
O=C(O)c1cccnn1	0
Cc1[nH]c2ccccc2c1C(=O)/C=C/c1ccc(F)c(F)c1	0
c1ccc(CCNc2nc(Nc3ccccc3)c3nccnc3n2)cc1	3
COc1cc2nc(CSCC(=O)N3CCCC3)[nH]c(=O)c2cc1OC	-17
COc1ccccc1Nc1nc(N)c(C(=O)c2cc(C)c(C)cc2C)s1	9
CCOc1cc(C)c(C(C)C)cc1S(=O)(=O)NC1CC(C)(C)NC(C)(C)C1	0
O=C(CN1CCN(c2ccccc2)CC1)N1N=C(c2cc3ccccc3o2)CC1c1ccco1 (configuration not stated)	-2
Cc1ccc(N(C)S(=O)(=O)c2c(-c3cccc(F)c3)csc2C(=O)NCc2cccnc2)cc1	2
The listing continues:
SMILES	LDHA block
Cc1ccccc1CN(C)C(C(=O)NC1CC1)c1ccccc1 (configuration not stated)	3
COC(=O)c1sccc1NC(=O)CC1(C(=O)O)CCCCCC1	4
COc1cccc(C(C(=O)NC2CCCC2)N2CCN(c3cc(C)nc4ccccc34)CC2)c1OC (configuration not stated)	0
COc1cccc(NC(=O)N2CCOc3ccc(Cl)cc32)c1	6
CCN1CCC(=O)C(C)C1C (configuration not stated)	-4
CCN1CCN(C(=O)c2cc3cc(Cl)cc(Cl)c3oc2=O)CC1	3
COc1ccc(Oc2c(C)oc3cc(OCC(=O)NCc4ccco4)ccc3c2=O)cc1	-2
COc1ccc(C(=O)N2CCN(c3oc(-c4ccccc4OC)nc3C#N)CC2)cc1	-2
C[C@H](NC(=O)C(=O)Nc1ccc2cc[nH]c2c1)c1ccccc1	-3
Cc1nn(-c2ccc(F)cc2)c2nc(C3CC3)c(Cl)c(C(=O)O)c12	4
CCC(C(=O)Nc1cc(F)ccc1F)n1nc(-c2ccccc2)ccc1=O (configuration not stated)	-1
O=C(/C=C/c1cccs1)c1cc2ccccc2o1	10
O=C(NCCCN1CCN(Cc2ccccc2)CC1)c1ccccc1C(F)(F)F	2
CCCCc1nn2c(=O)cc(CSCC(=O)Nc3cccc4ccccc34)nc2s1	3
COC(=O)[C@]12CCCCC=C1N(CCc1ccc(OC)c(OC)c1)C(=O)[C@H](CC(=O)NCc1ccc(OC)c(OC)c1)C2	7
Cc1c(CC(=O)NCCc2ccc(F)cc2)c(=O)oc2cc(O)ccc12	4
Cc1ccc(NC(=O)C2CCCN(C(=O)Cc3cccc4ccccc34)C2)c(Cl)c1 (configuration not stated)	11
CC(C)CC(NC(=O)C1CCC(C(C)C)CC1)C(=O)O (configuration not stated)	9
O=C1C(c2ccccc2)=C(c2ccccc2)c2ccccc21	3
COc1ccc(OC)c(C(=O)c2oc3ccc(NC(=O)C(C)(C)C)cc3c2C)c1	-1
CCOc1ccc(C2CCCN2Cc2coc(-c3ccc(OC)cc3)n2)cc1 (configuration not stated)	-1
CCOc1ccc(C(=O)N2N=C(C)CC2(O)C(F)(F)F)cc1 (configuration not stated)	1
CC(=O)c1sc(NC(C)C)c(C#N)c1N	2
COc1ccccc1CCNC(=O)Cc1c(C)c2ccc(OC)c(C)c2oc1=O	-2
CNS(=O)(=O)c1ccc(Nc2c(C)nn(C)c2C)c([N+](=O)[O-])c1	-5
More structures
SMILES	LDHA block
Cn1c(=O)c2c(nc(CN3CCN(Cc4ccccc4)CC3)n2CCc2ccccc2)n(C)c1=O	-10
O=c1cc(C(F)(F)F)[nH]c(=S)[nH]1	15
CCCCn1c(=O)[nH]c(=O)c2c1nc(CSc1nnnn1C1CCCC1)n2C	12
O=C(/C=C/c1cccc(O)c1)c1ccc(F)cc1	15
Cc1nc(Nc2nc(C(C)C)cc(=O)[nH]2)nc2c(C)cccc12	9
COCCCNC(=S)NNC(=O)CSCc1ccccc1	6
CC(C)OCc1ccccc1CNS(=O)(=O)c1ccc(Br)cc1Cl	8
CCc1ccccc1NC(=O)CN(C)C(=O)c1nn(-c2ccccc2)c2c1CCC2	-24
CCC(C)NC(=O)CCNC(=O)Cc1c(C)nc2nc(N)nn2c1C (configuration not stated)	0
O=c1ccc(-c2ccc(Cl)cc2)nn1CCNS(=O)(=O)c1ccc(C(F)(F)F)cc1	4
CCCCNC(=O)c1nc(C2CCN(S(=O)(=O)c3ccc(Cl)cc3)CC2)oc1-c1ccccc1	2
FC(F)(F)c1cccc(/C=C(/Cl)c2nc3ccccc3[nH]2)c1	11
CS(=O)(=O)c1cccc(C(=O)Nc2ccc(N3CCOCC3)cc2)c1	-1
O=C(COC(=O)c1cccc(F)c1)c1ccc([N+](=O)[O-])cc1	4
Cc1ccc(C(=O)Nc2sc3c(c2C(=O)N2CCN(C)CC2)CCCCC3)cc1	8
CCn1c(CCNC(=O)c2ccccc2F)nnc1SCC(=O)N1CCN(c2ccccc2)CC1	1
Cc1oc(-c2ccccc2)nc1CC(=O)NCC1CN(C)CCO1 (configuration not stated)	-1
CCOC(=O)c1c(NC(=O)CCN2CCC(C)CC2)sc2c1CC(C)(C)OC2	3
Cc1[nH]c2ccc(F)cc2c1CC(=O)NCC(C)(C)CN(C)C	3
CCC(Sc1nnc2c(Cl)cc(C(F)(F)F)cn12)C(=O)Nc1cc(C)on1 (configuration not stated)	-3
CC(C)=C(C#N)c1nc2ccccc2[nH]1	-5
CCOc1ccc(S(=O)(=O)N2CCN(C(C(=O)O)c3c[nH]c4cc(Cl)ccc34)CC2)cc1 (configuration not stated)	3
